Tb PGK inh: qHTS Assay to Find Inhibitors of Phosphoglycerate Kinase | Potency, µM (doses to about 57.5 µM), for inactives: at the top dose activity change, negative = inhibition, usual class: inhibitors | hit rate 0.043% among 380,000 | PGK/GAPDH coupled, Kinase-Glo luminescence, 60 min; also: % is scaled to controls: 0 for no effect and ±100 for the full control effect; nearly all actives have a fitted effect of over 60% in size
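Luminescent ATP detection (Kinase-Glo Plus) follows a 60-minute room-temperature incubation, with wells lacking PGK as controls. Buffer: 100 mM TEA (pH 7.6), 5 mM MgCl2, 0.01% Tween-20. Coupling enzyme GAPDH (100 nM final) supplies unstable 1,3-BPG in-well.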
JMJD2A Tudor inh: qHTS Assay for Inhibitors of JMJD2A-Tudor Domain; Lysine-specific demethylase 4A (Homo sapiens), O75164; AlphaScreen JMJD2A-Tudor / H3K4me3 peptide binding; Potency, µM (highest dose often 114 µM), for inactives: at the highest dose activity change, negative = inhibition, usual class: inhibitors; hit rate 4.4% among 390,000; AID 504339, 2011; also: % is scaled to controls: 0 for no effect and ±100 for the full control effect; nearly all actives have a fitted effect of over 50% in size
ALOX12 inh: Primary qHTS assay for inhibitors of human arachidonate 12S-lipoxygenase (ALOX12): Round 2. Polyunsaturated fatty acid lipoxygenase ALOX12 (Homo sapiens), P18054. purified 12hLO, xylenol orange hydroperoxide absorbance. Potency, µM (highest dose often 108 µM), inactives show at the highest dose activity change, negative = inhibition, most hits filed as inhibitors. hit rate 1.1% among 580,000; also: % is scaled to controls: 0 for no effect and ±100 for the full control effect
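Purified human 12hLO at 150 nM in 25 mM Hepes, 0.01% Triton X-100, pH 7.0, preincubated 15 min at room temperature with compound. Reaction started with 40 uM arachidonic acid, 30 min at room temperature. Hydroperoxide measured by Fe-xylenol orange, 573/405 nm absorbance ratio.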
RGS4 inh: Inhibitors of Regulator of G Protein Signaling (RGS) 4: qHTS | Regulator of G-protein signaling 4 (Homo sapiens), P49798 | Transcreener GDP fluorescence polarization, RGS4-accelerated GTP hydrolysis | Potency, µM (top dose mostly 114 µM), for inactives: at the top dose activity change, negative = inhibition, hits mostly inhibitors | hit rate 0.039% among 390,000 | AID 504845, 2011; also: % is scaled to controls: 0 for no effect and ±100 for the full control effect; nearly all actives have a fitted effect of over 75% in size; some results filed as inactive show a strong effect at the top dose
Target sequence (P49798 whole entry, looked up): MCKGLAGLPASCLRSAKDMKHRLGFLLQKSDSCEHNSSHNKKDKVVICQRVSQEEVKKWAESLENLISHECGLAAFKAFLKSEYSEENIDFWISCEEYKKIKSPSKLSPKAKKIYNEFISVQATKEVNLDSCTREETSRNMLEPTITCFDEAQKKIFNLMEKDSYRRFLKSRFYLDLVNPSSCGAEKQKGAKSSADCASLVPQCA
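MLSMR compounds (23 nl, pin-transferred) preincubated 10 min at room temperature with a 500nM (2x) first reagent, then RGS4 at 900nM (2x) plus Transcreener GDP mix added; fluorescence polarization (620/688 nm) read before and after 90 min at 30 °C.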
GLS inhibitor: qHTS for Inhibitors of Glutaminase (GLS) | AID 624170, 2012 | Glutaminase kidney isoform, mitochondrial (Homo sapiens), O94925 | Potency, µM (titrated, usually from 45.5 µM), without a hit: at the top dose activity change, negative = inhibition, hits mostly inhibitors | GLS enzymatic activity, qHTS titration | hit rate 0.21% among 410,000; also: % is scaled to controls: 0 for no effect and ±100 for the full control effect
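Assay buffer: 45 mM KH2PO4 pH 8.2, 0.02% Tween-20. hKGA acts on L-glutamine (1 mM solution added); product glutamate is reported by an oxidase/peroxidase Amplex Red coupling, with fluorescence taken at baseline and 30 min.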
ERG Ets-DNA blk: qHTS for Small Molecule Inhibitors of the ERG Ets/DNA interaction. fluorescence polarization, His-ERG Ets domain / labelled DNA. hit rate 0.028% among 370,000. Potency, µM (titrated, usually from 76.9 µM), for the others: at the top dose FP activity, negative = inhibition, actives largely listed as inhibitors. Transcriptional regulator ERG (Homo sapiens), P11308; active = well fitted inhibition curve with a large enough effect in the polarisation, with a control signal flat; inconclusive = small, poorly fitted or top-dose-only effect, or effect the other way, or a change in a side signal; inactive = no such curve, though single readings can be large or run the other way; the % refers to the polarisation;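 also: polarization taken with two DNA probes labelled with fluorescein and Texas red; % of control where 0% means no effect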
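His-tagged ERG Ets domain (1 uM in the protein solution; 300mM KCl, 50mM Tris-HCl, 1mM EDTA, 1mM DTT, pH 7.5) received compound, then a probe mix of 5 nM fluorescein-DNA and 100nM Texas-615-DNA. Fluorescence polarization was read for both dyes.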
rTrxR1 inhibitor: qHTS Assay for Inhibitors of Mammalian Selenoprotein Thioredoxin Reductase 1 (TrxR1): qHTS; Thioredoxin reductase 1, cytoplasmic (Rattus norvegicus), O89049; recombinant rTrxR1, NADPH fluorescence consumption, selenite substrate; Potency, µM (series often up to 114 µM), inactives show top-dose activity change, negative = inhibition, most hits filed as inhibitors; hit rate 1% among 390,000; AID 588453, 2011; also: % is scaled to controls: 0 for no effect and ±100 for the full control effect; nearly all actives have a fitted effect of over 65% in size
Target sequence (O89049 whole entry, looked up): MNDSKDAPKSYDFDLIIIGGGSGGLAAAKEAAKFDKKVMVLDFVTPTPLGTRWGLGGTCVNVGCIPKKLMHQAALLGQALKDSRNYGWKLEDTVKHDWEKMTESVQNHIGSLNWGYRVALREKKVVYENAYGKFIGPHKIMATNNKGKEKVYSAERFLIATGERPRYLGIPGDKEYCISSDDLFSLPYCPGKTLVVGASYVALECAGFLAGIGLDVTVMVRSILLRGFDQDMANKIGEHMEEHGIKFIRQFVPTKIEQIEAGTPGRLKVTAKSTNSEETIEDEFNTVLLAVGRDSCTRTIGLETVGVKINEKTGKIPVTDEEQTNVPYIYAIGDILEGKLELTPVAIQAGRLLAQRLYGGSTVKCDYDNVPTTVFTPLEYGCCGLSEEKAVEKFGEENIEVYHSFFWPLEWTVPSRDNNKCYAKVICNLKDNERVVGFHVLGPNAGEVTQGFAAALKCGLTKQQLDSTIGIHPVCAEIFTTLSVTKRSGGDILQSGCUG
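Rat TrxR1 (90 nM in the dispensed reagent) was pre-reduced with 400 uM NADPH for 5 min at room temperature, then incubated with compound for 15 min. After 400 uM selenite was added, NADPH fluorescence (Ex 340/Em 450 nm) was followed for 8 min.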
HP1b binding inh: HTS for Inhibitors of HP1-beta Chromodomain Interactions with Methylated Histone Tails. AlphaScreen HP1-beta / biotin-H3K9me3 peptide binding. Chromobox protein homolog 1 (Homo sapiens), P83916. hit rate 0.56% among 390,000. AID 540317, 2011. Potency, µM (doses to about 114 µM), for inactives: top-dose activity change, negative = inhibition, actives largely listed as inhibitors; also: nearly all actives have a fitted effect of over 70% in size; inactives centre near 23
Target sequence (P83916 whole entry, looked up): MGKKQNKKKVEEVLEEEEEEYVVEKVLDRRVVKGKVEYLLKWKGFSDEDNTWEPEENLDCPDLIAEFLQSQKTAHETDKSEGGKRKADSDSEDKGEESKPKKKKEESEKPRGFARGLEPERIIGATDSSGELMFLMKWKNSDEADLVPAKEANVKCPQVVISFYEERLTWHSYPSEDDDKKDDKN
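Compound inhibition of the preformed complex between 50 nM HP1-beta and 50 nM biotinylated H3K9me3 peptide was read by AlphaScreen. Buffer was PBS pH 7.4 with 0.01% Tween-20. Incubations ran 30 min at room temperature, with 10 ug/mL donor/acceptor beads.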
Pin1 inh: qHTS Assay to Find Inhibitors of Pin1. Pin1 FP peptide displacement, HiFluor488, 10 min. Potency, µM (top dose mostly 115 µM), inactives show at the highest dose activity, negative = inhibition, actives largely listed as inhibitors. hit rate 0.009% among 390,000. Peptidyl-prolyl cis-trans isomerase NIMA-interacting 1 (Homo sapiens), Q13526; active = well fitted inhibition curve with a large enough effect in the polarisation, with a control signal flat, not every such curve was filed as active; inconclusive = small, poorly fitted or top-dose-only effect, or effect the other way, or a change in a side signal; inactive = no such curve, though single readings can be large or run the other way; the % refers to the polarisation; also: % is scaled to controls: 0 for no effect and ±100 for the full control effect
Target sequence (Q13526 whole entry, looked up): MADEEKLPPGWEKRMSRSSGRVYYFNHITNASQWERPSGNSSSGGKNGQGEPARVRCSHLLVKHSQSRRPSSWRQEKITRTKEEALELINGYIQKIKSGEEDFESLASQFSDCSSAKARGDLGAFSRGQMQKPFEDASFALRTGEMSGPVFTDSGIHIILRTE
An asterisk follows results filed as active; i = inactive; ? = inconclusive; / = no result given; & = joins results of further samples; [ ] = remark or other dose. Unless noted, calls follow the shape of the dose curve; as a rule, active = well fitted curve in the direction sought with a large enough effect; inconclusive = small, poorly fitted or top-dose-only effect, or another doubt; inactive = no such curve, though single readings can be large; an effect the other way counts as inactive or inconclusive. Potency is read from the fitted curve at half-maximal effect. These rows are one share of the data; count on the stated rates, not on these rows.

The line under a structure holds: Tb PGK inh | JMJD2A Tudor inh | ALOX12 inh | RGS4 inh | GLS inhibitor | ERG Ets-DNA blk | rTrxR1 inhibitor | HP1b binding inh | Pin1 inh
#1 Cc1c(C)n(C)c2ccc(C(=O)NCc3cccc(F)c3)cc12
 : i | ? | 0% | -29% | 9% | -5% | 6%[57.1 µM] | 0% | 28%
#2 COc1cc(Cl)c(S(=O)(=O)NCCN2CCOCC2)cc1Cl
 : -9% | -9% | -7% | 29% | -1% | -9% | 1%[57.1 µM] | 6% | ?
#3 COC(=O)c1ccccc1NC(=O)C1=CC(c2ccc(C)cc2)=NS(=O)(=O)N1C
 : -3% | ? | -15% | -15% | 1% | 0% | 11% | -9% | -5%
#4 CCC(=O)Nc1ccc2nc(SCCOc3cccc(C)c3)sc2c1
 : -3% | -14% | -2% | 27% | 2% | 0% | 17% | 84%[activator] | 1%
#5 COc1cc(C2NC(=O)NC(C)=C2C(=O)OCc2ccc(C)cc2)cc(OC)c1OC (stereo unspecified)
 : -10% | -13% | 26% | 12% | -5% | -2% | 2% | -9% | -10%
#6 Cc1ccc(/C=N/NC(=O)C2CCN(Cc3ccc(F)cc3Cl)CC2)o1
 : -9% | -27% | 22% | 8% | -3% | 3% | -20% | 1% | 1%
#7 COc1cccc(-c2nnc3sc(-c4ccccn4)nn23)c1
 : -8% | 6%[11.4 µM] | -1% | -4%[11.4 µM] | 3% | 2% | 7%[57.1 µM] | ? | 6%
#8 CCOCCCNC(=O)c1cc2c(=O)n(CC)c3ccccc3c2s1
 : -1% | -10% | 1% | 42% | 1% | -16% | 0% | 19% | 8%
#9 CC12CCC(C(=O)Nc3ccc4c(c3)OCCO4)(OC1=O)C2(C)C (stereo unspecified)
 : i | -11% | -11% | -10% | -1% | -6% | 11%[57.1 µM] | 13% | -1%
#10 Cc1cc(C(=O)NC2CCCCC2)c(C)n1-c1ccc(F)cc1
 : i | -28% | 5% | -32% | -7% | 16% | -9% | -13% | ?
#11 COCCNC(=O)CCc1c(C)nc2nc(-c3cc(OC)cc(OC)c3)nn2c1C
 : i | -14% | -3% | -10% | -4% | 2% | 12% | 12% | 8%
#12 O=C(Nc1ccc(Cl)cc1C(F)(F)F)c1cc(S(=O)(=O)N2CCOCC2)ccc1F
 : i | 0% | -8% | 9% | -13% | -3% | 18%[57.1 µM] | 21% | -5%
#13 C=CCNC(=O)CCCc1ccccc1
 : -6% | -10% | -3% | 11% | 0% | -2% | 3% | 19% | -1%
#14 CN(C)CCC(c1ccc(Br)cc1)c1ccccn1 (stereo unspecified)
 : -7%&-4%&0% | -1%&-27%&-4% | 13%&-14%&1% | -5% | 8%&21%&-5% | -5%&0%&-8% | ? | 73%&20%&28%[activator] | 8%&-15%&2%
#15 Cc1cc(C)nc(-n2ncc3c2CC(C)CC3=O)n1 (stereo unspecified)
 : i | -9% | 89%[activator] | -1% | -10% | -2% | 15%[57.1 µM] | 26% | -12%
#16 CCOC(=O)C1=NOC(CNC(=O)c2ccccc2Cl)C1 (stereo unspecified)
 : 6% | -11% | 1% | -17% | 3% | -9% | 8% | 33% | -2%
#17 CCn1nccc1C(=O)Nc1nccs1
 : 6% | -1% | -4% | 4% | 7% | -5% | 12% | 21% | 0%
#18 CCCc1cnc(N2CCN(C(=O)c3ccc(F)cc3)CC2)nc1
 : -10% | -10% | 29% | 11% | 1% | ? | 12% | 22% | 0%
#19 Cc1ccc2c(c1)c(=O)c(C(=O)c1ccncc1)cn2CC(=O)Nc1c(C)cccc1C
 : -9% | -15% | -5% | -9% | -32% | -3% | 20%[57.1 µM] | 18%[57 µM] | 22%
#20 Cc1ccc(OCCNc2cc(N3CCN(CCO)CC3)ccc2[N+](=O)[O-])cc1C
 : 0% | ? | ? | -10% | 7% | -11% | -9% | ? | 2%

Profiles, looked up by structure. Order of values: Tb PGK inh	JMJD2A Tudor inh	ALOX12 inh	RGS4 inh	GLS inhibitor	ERG Ets-DNA blk	rTrxR1 inhibitor	HP1b binding inh	Pin1 inh
COc1cccc(-c2nnc3sc(-c4ccccn4)nn23)c1 reads -8%	6%[11.4 µM]	-1%	-4%[11.4 µM]	3%	2%	7%[57.1 µM]	?	6%
CN(C)CCC(c1ccc(Br)cc1)c1ccccn1 (stereo unspecified) reads -7%&-4%&0%	-1%&-27%&-4%	13%&-14%&1%	-5%	8%&21%&-5%	-5%&0%&-8%	?	73%&20%&28%[activator]	8%&-15%&2%
COc1cc(Cl)c(S(=O)(=O)NCCN2CCOCC2)cc1Cl reads -9%	-9%	-7%	29%	-1%	-9%	1%[57.1 µM]	6%	?

The listing picks up with the 2 entries that preceded the break.
The line under a structure holds: Tb PGK inh | JMJD2A Tudor inh | ALOX12 inh | RGS4 inh | GLS inhibitor | ERG Ets-DNA blk | rTrxR1 inhibitor | HP1b binding inh | Pin1 inh
#19 Cc1ccc2c(c1)c(=O)c(C(=O)c1ccncc1)cn2CC(=O)Nc1c(C)cccc1C
 : -9% | -15% | -5% | -9% | -32% | -3% | 20%[57.1 µM] | 18%[57 µM] | 22%
#20 Cc1ccc(OCCNc2cc(N3CCN(CCO)CC3)ccc2[N+](=O)[O-])cc1C
 : 0% | ? | ? | -10% | 7% | -11% | -9% | ? | 2%
#21 CCOC(=O)c1cnc(-n2nc(C)cc2C)nc1Oc1ccc(C#N)cc1
 : 0% | -7% | 0% | 8% | 1% | -4% | 22% | 45%[activator] | 0%
#22 CCc1ccccc1N1C(=O)c2ccccc2S1(=O)=O
 : 6% | -20% | -29% | 25% | 10% | -4% | -1% | 24% | -4%
#23 COc1ccc(S(=O)(=O)N2CCCC2)cc1OC
 : -10% | -19% | 0% | -23% | 1% | -4% | 28% | -7% | 0%
#24 CCc1ccc(-n2nc(CO)c(C(=O)NCCCc3ccccc3)n2)cc1
 : i | -7% | 3% | 24% | -5% | 2% | -22% | 25% | -1%
#25 O=C1Nc2ccccc2C12Nc1ccccc1-c1nc3ccccc3n12 (stereo unspecified)
 : -10% | -14% | ? | -19% | 9% | -9% | 2%[57.1 µM] | 3% | 5%
#26 NC(=O)C1CCN(C(=O)c2ccc(NC(=O)c3nsc4ccccc34)cc2)CC1
 : -5% | -15% | -1% | 15% | 16% | 1% | 12%[57.1 µM] | 15%[57 µM] | -1%
#27 Cn1c(=O)c2c(nc(CN3CCCCC3)n2Cc2c(F)cccc2Cl)n(C)c1=O
 : -4% | -17% | -3% | 2% | -5% | 0% | 15%[57.1 µM] | 29% | 6%
#28 Cc1ccc2c(c1)sc1nc(=O)n(-c3cccc(Cl)c3)c(=O)n12
 : 6%&-5% | 2%&-9% | -13%&-17% | 4%&-16% | 12%&-4% | 2%&-12% | 14%&-9% | 41%&34%[activator] | -9%&0%
#29 CCOC(=O)CN(C(=O)CSc1nnc(C)n1-c1ccccc1)c1ccccc1
 : / | -1% | 7% | 6% | -3% | -4% | 3% | 16% | 1%
#30 CCS(=O)(=O)N1CCN(C(=O)c2cccs2)CC1
 : 5% | -4% | ? | 8% | -4% | -9% | 17% | 38% | -3%
#31 Nc1nc(Cl)cc(N2CCCC2)n1
 : 0% | -22% | -3% | -16% | 0% | -1% | 21%[57.1 µM] | 4% | 3%
#32 O=C(O)c1ccc(/C=C2/SC(=S)N(Cc3ccccc3)C2=O)cc1
 : -5% | ? | 0% | -22% | -20% | 27% | -2% | 2% | -15%
#33 CCOC(=O)c1c(C)c(C)n(Cc2cccc(OC)c2OC)c1C
 : -3% | -7% | -22% | -31% | 1% | 3% | 15% | 1% | 7%
#34 CCN(CC)CCCNc1oc(/C=C/c2ccccc2)nc1C#N
 : 1% | -11% | 48%[activator] | 16% | 8% | 6% | -27% | 33% | 1%
#35 O=C(O)c1ccc2c(c1)C(=O)N(C(Cc1ccccc1)C(=O)O)C2=O (stereo unspecified)
 : -9% | -18% | -17% | 8% | 3% | / | 22% | 28% | -14%
#36 CCC(C)N(C(=O)CSc1ccc(NC(C)=O)cc1)C1CCS(=O)(=O)C1 (stereo unspecified)
 : -2% | -12% | 3% | -1% | 7% | -8% | 15% | 45%[activator] | 0%
#37 Cc1c(C(=O)N2CCN(C3CCS(=O)(=O)C3)CC2)oc2c(F)cccc12 (stereo unspecified)
 : 0% | -26% | -25% | ? | -5% | -5% | 1% | 54% | -2%
#38 CCCCN(CCCC)CCCNC(=O)c1ccc2nc(-c3ccccc3NC(C)=O)c(=O)[nH]c2c1
 : -9% | -12% | -20% | -26%[56.9 µM] | -15% | 9% | -13% | 40%[activator] | -1%
#39 CCc1ccc(S(=O)(=O)Nc2ccc3c(c2)n(C)c(=O)c(=O)n3C)cc1
 : -6% | -20% | -18% | -2% | 4% | -1% | 12%[57.1 µM] | -21% | 6%

Compound activity from PubChem.
